Screens from PubChem.
15-hLO inh = qHTS Assay for Inhibitors of 15-hLO (15-human lipoxygenase). Polyunsaturated fatty acid lipoxygenase ALOX15 (Homo sapiens), P16050. purified 15hLO-1, xylenol orange hydroperoxide absorbance. Potency, µM (top dose mostly 57.1 µM), for the others: at the highest dose activity change, negative = inhibition, hits mostly inhibitors. hit rate 1.4% among 74,000. AID 887, 2007; note: potency is the fitted concentration of half-maximal effect; % is set by controls: 0 for no effect and ±100 for the full control effect; nearly all actives have a fitted effect of over 55% in size
Target sequence (P16050 whole entry, looked up): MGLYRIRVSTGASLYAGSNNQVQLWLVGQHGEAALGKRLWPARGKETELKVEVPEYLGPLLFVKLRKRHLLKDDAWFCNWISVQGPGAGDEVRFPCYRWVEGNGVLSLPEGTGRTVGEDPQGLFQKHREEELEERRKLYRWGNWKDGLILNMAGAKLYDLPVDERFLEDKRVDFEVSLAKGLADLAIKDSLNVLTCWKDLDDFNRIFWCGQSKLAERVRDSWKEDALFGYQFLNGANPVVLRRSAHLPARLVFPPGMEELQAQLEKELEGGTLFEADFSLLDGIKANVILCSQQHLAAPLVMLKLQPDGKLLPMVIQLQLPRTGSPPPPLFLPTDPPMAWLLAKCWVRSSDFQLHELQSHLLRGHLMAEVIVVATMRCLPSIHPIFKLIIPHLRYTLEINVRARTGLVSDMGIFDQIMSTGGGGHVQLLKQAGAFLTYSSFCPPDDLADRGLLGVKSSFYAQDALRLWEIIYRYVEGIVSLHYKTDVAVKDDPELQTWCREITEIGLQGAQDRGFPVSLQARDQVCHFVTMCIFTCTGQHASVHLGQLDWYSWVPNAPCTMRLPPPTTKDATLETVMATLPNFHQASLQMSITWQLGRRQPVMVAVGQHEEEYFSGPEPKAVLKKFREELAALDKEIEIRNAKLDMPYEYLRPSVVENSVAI
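Purified human 15hLO-1 (40 nM final) in 25 mM Hepes pH 7.5, 0.01% Triton X-100 was preincubated with compound 15 min at room temperature, then reacted 6 min with 50 uM arachidonic acid; hydroperoxide detected by Fe-XO, 573/405 nm absorbance ratio.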
DNA Pol III inh = qHTS Assay for Inhibitors of DNA Polymerase III Holoenzyme System | reconstituted DNA polymerase III holoenzyme replication, biochemical | Potency, µM (doses to about 57.1 µM), without a hit: top-dose activity change, negative = inhibition | hit rate 0.25% among 71,000 | AID 603, 2007; note: potency is the fitted concentration of half-maximal effect; % is set by controls: 0 for no effect and ±100 for the full control effect
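Reconstituted *E. coli* holoenzyme (0.35 nM Pol III, 1 nM beta, 154 nM SSB, 2 nM primase) was preincubated with compound for 15 min at RT. Synthesis on 1.4 nM ssM13Gori ran 35 min, then was stopped with PicoGreen/EDTA and read as dsDNA fluorescence.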
HADH2 inh = qHTS Assay for Inhibitors of HADH2 (Hydroxyacyl-Coenzyme A Dehydrogenase, Type II) | recombinant HADH2, NADH fluorescence, beta-hydroxybutyryl-CoA | Potency, µM (titrated, usually from 57.1 µM), inactives show at the top dose activity change, negative = inhibition, most hits filed as inhibitors | hit rate 3.4% among 73,000 | AID 886, 2007; note: potency is the fitted concentration of half-maximal effect; % is set by controls: 0 for no effect and ±100 for the full control effect; nearly all actives have a fitted effect of over 60% in size; many of its hits are not listed in these tables
Target sequence (Q99714 whole entry, looked up, one chain of several): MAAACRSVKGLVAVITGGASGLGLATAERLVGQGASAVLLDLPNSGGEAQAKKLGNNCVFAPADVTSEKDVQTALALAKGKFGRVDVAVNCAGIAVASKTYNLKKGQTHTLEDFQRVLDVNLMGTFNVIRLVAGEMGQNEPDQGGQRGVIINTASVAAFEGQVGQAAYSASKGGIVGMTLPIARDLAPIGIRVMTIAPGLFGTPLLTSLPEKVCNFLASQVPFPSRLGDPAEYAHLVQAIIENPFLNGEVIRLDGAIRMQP
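NADH fluorescence (ex 360/em 450 nm) read every 30 s for 4 min; activity taken as last-minus-first time point difference. Enzyme 20 nM, NAD+ 1 mM, beta-hydroxybutyryl-CoA 90 uM, pH 9.0 Tris buffer.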
HBB splicing = qHTS Assay for Modulators of Hemoglobin Beta Chain Splicing | HBB splicing reporter cell assay, activation; EGFP reporter with mutant IVS2-654 intron; response scale: normalised to 500 nM splice-correcting PNA | Potency, µM (titrated, usually from 46.1 µM), for the others: top-dose activation, most hits filed as activators | hit rate 0.06% among 65,000; note: potency is the fitted concentration of half-maximal effect; 0% is about no effect
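Compounds were applied for 2 days to HeLa EGFP-654 cells, 500/well in Optimem with 2% FCS. The reporter's EGFP is disrupted by mis-splicing of beta-globin intron IVS2-654. Readout: summed well GFP fluorescence from 488 nm laser scanning; reference was 500 nM antisense […] 654 PNA.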
Hsp90 Hop PPI = qHTS Assay for Disrupters of an Hsp90 Co-Chaperone Interaction; Hsp90 C-terminal peptide / TPR2A (Hop) interaction, human; AlphaScreen TPR2A-His6 binding biotin-Hsp90 C-terminal peptide; Potency, µM (highest dose often 57 µM), inactives show at the highest dose activity change, negative = inhibition; hit rate 0.44% among 71,000; AID 595, 2007; active = well fitted curve in either direction with a large enough effect; inconclusive = small, poorly fitted or top-dose-only effect, or another doubt; note: potency is the fitted concentration of half-maximal effect; % is set by controls: 0 for no effect and ±100 for the full control effect; many of its hits are not listed in these tables
Rhodamine fluor = qHTS Assay for Spectroscopic Profiling in Rhodamine Spectral Region; Rhodamine-region fluorescence, 547/598 nm, Tris buffer; stronger effect = higher value; max dye-equivalent concentration, M; hit rate 0.05% among 59,000; AID 594, 2007; in the data active = max dye-equivalent concentration above about 11 nM; inconclusive = between about 1.1 nM and that limit
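Steps: pin-transfer compounds into pH 8.0 Tris (100 mM), hold 15 min at room temperature, image with a 547/598 nm filter pair, and convert intensities to rhodamine-equivalent concentration using a six-point on-plate rhodamine series.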
Tau filament bind = qHTS Assay for Tau Filament Binding; Microtubule-associated protein tau (Homo sapiens), P10636; recombinant tau filaments, thioflavin S fluorescence, 15 h; filaments grown with octadecylsulfate alongside compound; Potency, µM (top dose mostly 57.1 µM), inactives show at the highest dose activity change, negative = inhibition; hit rate 2% among 71,000; AID 596, 2007;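 note: potency is the fitted concentration of half-maximal effect; % is set by controls: 0 for no effect and ±100 for the full control effect; actives lower thioflavin S fluorescence by blocking filaments or displacing dye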
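His-tagged recombinant human tau (exons 2, 3, 10; 1 uM final) fibrillized with 30 uM sodium octadecylsulfate, 15 h at 37 C, in pH 7.4 HEPES buffer with 10 uM thioflavine S and 5 mM DTT. Reduced ThS fluorescence (450/510 nm) marks activity.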
FLuc inh = qHTS Assay for Inhibitors of Firefly Luciferase; Luciferin 4-monooxygenase (Photinus pyralis), P08659; purified firefly luciferase, luminescence, 8 min; Potency, µM (top dose mostly 57.1 µM), for inactives: at the highest dose activity change, negative = inhibition, actives largely listed as inhibitors; hit rate 2.2% among 72,000; note: potency is the fitted concentration of half-maximal effect; % is set by controls: 0 for no effect and ±100 for the full control effect; nearly all actives have a fitted effect of over 40% in size
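Luminescence read-out after 8 min at room temperature; enzyme reaction used luciferin plus 10 uM ATP (linear range) in imidazole buffer pH 7.2 with KCl, MgCl2, Tween 20 and BSA. Each sample was run as a titration.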
ERK AVP inh = qHTS Assay for Inhibitors of the ERK Signaling Pathway using a Homogeneous Screening Assay; HEK293-V1b, vasopressin-stimulated pERK AlphaScreen; Potency, µM (doses to about 57.5 µM), for the others: top-dose activity, negative = inhibition, usual class: inhibitors; hit rate 0.99% among 72,000; note: potency is the fitted concentration of half-maximal effect; % is set by controls: 0 for no effect and ±100 for the full control effect; nearly all actives have a fitted effect of over 55% in size
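HEK293 cells stably expressing V1b receptor, seeded overnight in 1% FBS, were treated with compounds for 30 min at 37C, then stimulated 5 min with 25 nM vasopressin; phospho-ERK read by AlphaScreen SureFire after lysis.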
CRE-bla Fsk = Cell signaling CRE-BLA (Fsk stim) | CHO CRE-bla reporter (cAMP response element driving beta-lactamase), forskolin EC10, beta-lactamase ratio | Potency, µM (titrated, usually from 38.2 µM), without a hit: at the highest dose activity change, negative = inhibition, usual class: activators | AID 662, 2007 | hit rate 2.5% among 71,000; active = well fitted activation curve with a large enough effect in the signal ratio, with a control signal flat, not every such curve was filed as active; inconclusive = small, poorly fitted or top-dose-only effect, or effect the other way, or a change in a side signal; the % refers to the signal ratio; note: potency is the fitted concentration of half-maximal effect; % of control where 0% means no effect
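Modulation of forskolin signalling: compounds in titration series added with EC10 NKH 477 to CHO cells carrying a CRE-driven beta-lactamase reporter, 3 h, 37C. CCF4 FRET ratio (460/530 nm, ex 405 nm) gives %activity and AC50.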
Texas Red fluor = qHTS Assay for Spectroscopic Profiling in Texas Red Spectral Region | Compound fluorescence, Texas Red channel, 547/618 nm; stronger effect = higher value | AID 587, 2007 | hit rate 0.06% among 59,000 | max dye-equivalent concentration, M; in the data active = max dye-equivalent concentration above about 10 nM; inconclusive = between about 1.1 nM and that limit
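Spectral interference profiling: each compound concentration's relative fluorescence, read with a 547 nm excitation and 618 nm emission filter pair, was normalized to a per-plate Texas Red standard curve.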
An asterisk follows results filed as active; i = inactive; ? = inconclusive; . = no result given; ! = not confirmed by another sample; [ ] = remark or other dose. Unless noted, calls come from the whole dose curve; as a rule, active = well fitted curve in the direction sought with a large enough effect; inconclusive = small, poorly fitted or top-dose-only effect, or another doubt; inactive = no such curve, though single readings can be large; an effect the other way counts as inactive or inconclusive.

SMILES	15-hLO inh	DNA Pol III inh	HADH2 inh	HBB splicing	Hsp90 Hop PPI	Rhodamine fluor	Tau filament bind	FLuc inh	ERK AVP inh	CRE-bla Fsk	Texas Red fluor
O=C(C1CCCN(S(=O)(=O)c2ccc(Br)s2)C1)N1CCCCCC1 (stereo not given)	-12%	5%	10%	-1.5%	-3%	i	-1%	0%	-14%	-16%	i
c1ccc(Cn2nnnc2-c2ccco2)cc1	0%	0%	7%	-1.6%	-4%	i	-12%	1%	-7%	-2%	?
Cc1noc(C)c1CSc1nnc(-c2ccccc2F)n1CCc1ccccc1	8%	-7%	9%	-1.0%	-1%	i	75%	2%	9%	?	i
CCCOc1ccc(C2/C(=C(\O)c3c(C)[nH]c(C(=O)OC)c3C)C(=O)C(=O)N2CCN(C)C)cc1 (stereo not given)	3%	-6%	-7%	-1.4%[57.5 µM]	-7%	i	4%	0%	-17%	?	i
CN1CCN(C(=O)c2ccc3c(c2)NC(=O)C(N2CCOCC2)S3)CC1 (stereo not given)	1%	-4%	4%	-2.8%	1%	i	-22%	1%	11%	-15%	i
CCOC(=O)CC(=O)CSc1nnc(Cn2c(=O)sc3ccccc32)n1C	-6%	-1%	-6%	4.0%[1.84 µM]	2%	i	14%	1%	18%	7%	?
COc1ccc(OCC(=O)Nc2cc(OC)cc(OC)c2)cc1	9%	-2%	4%	0.3%	3%	.	-3%	-3%	-11%	0%	.
CCN1C(=O)c2ccccc2S(=O)c2ccc(C(=O)NCCCN3CCCC3=O)cc21 (stereo not given)	0%	-2%	2%	-0.4%	-1%	.	-1%	-1%	-12%	?	.
c1cncc(CNCc2cccnc2)c1	0%[11.4 µM]	-11%[11.4 µM]	6%[11.4 µM]	-0.8%[9.22 µM]	-2%[11 µM]	i	3%[11.4 µM]	1%[11.4 µM]	-16%[11.5 µM]	5%[7.6 µM]	i
CCOC(=O)c1ccc(COc2nc3ccccc3nc2-c2ccccc2NC(C)=O)o1	-18%	-2%	16%	-0.9%	-3%	i	8%	1%	-5%	3%	i
COCCNC(=O)C(c1ccccc1C)N(CCOC)C(=O)Cn1nnc2ccccc21 (stereo not given)	1%	-7%	8%	.	?	i	-4%	2%	29%	-1%	i
CCCn1c(CCNC(=O)c2cccs2)nc2ccccc21	2%	2%	4%	0.6%	0%	.	-26%	1%	.	-13%	.
O=C(Cn1nnc2c(cnn2-c2ccccc2)c1=O)NCc1cccs1	-1%	2%	6%	.	-1%	i	-27%	-1%	-14%	-3%	i
CCCc1[nH]nc2c1C(c1ccc(O)c(OC)c1)C(C#N)=C(N)O2 (stereo not given)	-14%	-2%	-6%	.	-3%	i	17%	0%	1%	-9%	i
COc1ncnc2c1oc1nc(CC(C)C)c3c(c12)CCCC3	-2%	-3%	8%	0.6%[57.5 µM]	0%	i	8%	4%	0%	?	i
Cn1cccc1C(=O)N1CCC2(CCCN(Cc3ccncc3)C2)CC1	6%	-2%	3%	1.7%	-3%	i	42%	1%[11.4 µM]	-19%	0%	i
COCC(COCCCNC(=O)Nc1ccc(Br)cc1)OC (stereo not given)	-2%	5%	1%	0.7%	-5%	.	-2%	0%	-14%	-4%	.
c1ccc2c(c1)nc(NC1CCCCC1)c1nncn12	-1%	-2%	-7%	-0.8%	-2%	.	-12%	-1%	-23%	?	.
COc1cc(-c2nnc3sc(-c4ccco4)nn23)cc(OC)c1OC	-3%	-9%	-28%	2.2%[1.84 µM]	0%	i	9%	1%	-19%	1µM*	?
O=C(O)c1cc(N=Nc2ccc([N+](=O)[O-])cc2)ccc1O	0%[11.4 µM]	-12%[11.4 µM]	-10%[11.4 µM]	2.1%[9.22 µM]	-28%[11 µM]	i	32µM*!	-15%[11.4 µM]	-9%[11.5 µM]	-9%[7.6 µM]	?
CN(C)S(=O)(=O)N(CC(=O)NCc1ccccc1)c1ccccc1	-8%	5%	-7%	0.6%	1%	i	-9%	0%	-2%	-1%	i
CC(C)P(=O)(Cc1cccc(C#N)c1)C(C)C	7%	-9%	-16%	-2.9%	2%	i	-2%	-12%	3%	-5%	i
COC(=O)[C@H](C)NC(=O)Nc1ccc(S(N)(=O)=O)cc1	2%	-2%	13%	2.3%	-4%	i	-25%	3%	7%	-20%	i
COc1ccccc1N1CCN(CCCNC(=O)Nc2ccccc2)CC1	-4%	6%	1%	0.0%	-12%	i	-2%	1%	-5%	?	i
CN1CCN(S(=O)(=O)c2ccc(NC(=O)c3ccco3)cc2)CC1	2%	-1%	-5%	-2.5%	-3%	i	3%	1%	-4%	3%	?
Cc1cc(C)cc(-c2nc(-c3ccncc3)no2)c1	-1%	-1%	10%	1.9%	-5%[2.3 µM]	.	67%	-20%	9%	25%	.
O=C(Nc1ccc(S(=O)(=O)N2CCOCC2)cc1)C1CCCCC1	1%	1%	12%	0.2%	0%	i	-7%	1%	-15%	1%	i
COc1cccc(-c2nc(Nc3ccncc3)c3ccccc3n2)c1	4%	-14%	9%	-0.1%	-12%	i	105%	-2%[2.29 µM]	16µM*	?	i
C1CCCNCC1	4%	9%	3%	0.9%	-4%	.	7%	.	20%	-8%	.
CCCNc1ncnc2[nH]ncc12	-5%[11.4 µM]	-2%[11.4 µM]	1%[11.4 µM]	4.3%[9.22 µM]	-5%[11 µM]	i	6%[11.4 µM]	2%[11.4 µM]	-17%[11.5 µM]	10%[7.6 µM]	i
CCCn1c(SCC(=O)Nc2nc(C)c(C(=O)OC)s2)nnc1C(C)C	-6%	-2%	6%	.	53%	i	-5%	-1%	7%	22%	i
COc1ccc(-c2c3c(=O)n(C)c(=O)n(C)c3cn2-c2cc(OC)ccc2OC)cc1	-14%	9%	?	-2.0%[57.5 µM]	-13%	i	6%	4%	?	?	i
COc1ccccc1NC(=O)CSc1nc(O)cc(=O)[nH]1	-4%	-6%	2%	1.6%	-2%	i	5%	6%	-1%	-16%	?
CN(C)c1ccc(-c2nc(N(C)Cc3ccco3)c3ccccc3n2)cc1	-1%	-7%	?	0.7%	23%	i	131%	-9%[2.29 µM]	-5%	?	?
N#Cc1c(NC(=O)c2nc3ncccn3n2)sc2c1CCCCC2	-3%	3%	?	-0.8%	-5%	i	6%	0%	-21%	-4%	i
CN(C)C(=O)c1ccc(-c2nc(NC3CCNCC3)c3ccccc3n2)cc1	10%	-8%	8%	0.6%	2%	i	-7%	2%[2.29 µM]	-28%	-6%	i
Cn1c(CNC(=O)Cc2ccc3c(c2)OCO3)nnc1SCc1ccccc1	4%	-1%	-8%	-0.4%[57.5 µM]	-1%	i	-1%	3%	20%	-6%	i
CCCCn1c(SCC(=O)Nc2nnc(C)s2)nc2c1c(=O)n(C)c(=O)n2C	5%	-5%	5%	-0.1%[57.5 µM]	0%	i	-6%	1%	-1%	20%	i
Nc1cccc([N+](=O)[O-])c1	1%	-4%	-12%	0.5%	1%	.	0%	.	1%	-14%	.
CCCCc1cc(=O)oc2cc(OCc3nn[nH]n3)c(Cl)cc12	8%	-2%	-1%	2.8%[0.369 µM]	-2%	i	-6%	3%	-6%	5%	i
CCn1cc(C(=O)NCC2CCCO2)c2cc(OC)c(OC)cc2c1=O (stereo not given)	2%	-1%	-4%	-1.7%	4%	i	-6%	1%	-3%	?	i
CC1CCN(C(=O)CCNS(=O)(=O)c2ccccc2)CC1	5%	2%	0%	0.3%[57.5 µM]	-1%	i	4%	-7%	7%	-1%	?
CCOC(=O)c1c(NC(=O)COC(=O)Cn2cnc3ccccc32)sc(C)c1C	14%	-10%	7%	0.0%[57.5 µM]	-1%	i	12%	1%	-24%	?	?
CCn1cc(C(=O)NCCCN(C)c2ccccc2)c(=O)c2cc(S(=O)(=O)N(C)C)ccc21	-4%	-2%	-3%	-1.1%	1%[2.3 µM]	.	-4%	2%	-27%	0%	.
CC1CN(C(=O)c2ccc3c(c2)OCO3)OC(c2ccccc2)O1 (stereo not given)	13%	1%	1%	0.0%	-2%	i	7%	-2%	-4%	4%	i

A portion of the library; the hit share may differ from the screen's.
